Source: PubChem BioAssay
PPARg SRC1 recr = PPARgamma agonists recruiting SRC-1 coactivator, primary screen, biochemical | Peroxisome proliferator-activated receptor gamma (Homo sapiens), P37231 | PPARgamma-SRC-1 coactivator recruitment biochemical assay | activation, % at 8 µM | hit rate 0.41% among 200,000 | AID 631, 2007; in the data active = activation above about 19%;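 note: 0% = DMSO and 100% = reference agonist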
Target sequence (P37231 whole entry, looked up): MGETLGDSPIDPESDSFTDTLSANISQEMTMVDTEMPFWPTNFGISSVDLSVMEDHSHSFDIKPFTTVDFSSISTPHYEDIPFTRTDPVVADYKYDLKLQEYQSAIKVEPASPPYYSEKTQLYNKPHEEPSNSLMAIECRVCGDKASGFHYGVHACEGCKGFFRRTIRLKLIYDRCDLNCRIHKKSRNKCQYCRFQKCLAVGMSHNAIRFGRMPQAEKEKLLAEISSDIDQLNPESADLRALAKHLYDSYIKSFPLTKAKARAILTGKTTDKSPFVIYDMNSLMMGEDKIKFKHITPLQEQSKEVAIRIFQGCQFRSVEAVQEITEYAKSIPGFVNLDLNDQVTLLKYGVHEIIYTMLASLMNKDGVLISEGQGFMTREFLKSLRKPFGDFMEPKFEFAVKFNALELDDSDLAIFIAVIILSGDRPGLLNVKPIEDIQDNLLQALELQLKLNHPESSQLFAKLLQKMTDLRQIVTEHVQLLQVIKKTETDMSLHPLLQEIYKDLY
bIAP inhibitor = bovine intestinal alkaline phosphatase inhibitors, primary screen, selectivity assay for TNAP inhibitor project, biochemical, bovine IAP, CDP-star luminescence. inhibition, % at 20 µM. purified bovine IAP, 30 min. alkaline phosphatase, intestinal [Bos taurus]. 190,000 tested, under 10 active;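 active = over 50% inhibition of intestinal alkaline phosphatase at 20 µM in the single-dose screen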
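Assay system – bovine IAP enzyme · Quantity – bovine IAP at 1/65,000,000 final dilution · Detection – CDP-star luminescence signal · Times – 30 min reaction at room temperature · Also added – CDP-star substrate at 30 µM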
bIAP activator = bovine intestinal alkaline phosphatase activators, primary screen, biochemical, bovine IAP, CDP-star luminescence; purified bovine IAP, 30 min; stronger effect = higher value; fold of DMSO-control signal, blank-subtracted; activation factor at 20 µM; hit rate 0.17% among 200,000; alkaline phosphatase, intestinal [Bos taurus];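 active = activation factor of 2 or more at 20 µM, a signal rise over negative controls twice the positive control's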
SRC2 TRFRET art = TR-FRET signal artefacts, primary screen, artefact control for PPARgamma SRC-2 agonist project, biochemical; hit rate 0.4% among 200,000; TR-FRET ratio at 8 µM; TR-FRET artefact counter-screen; stronger effect = higher value; in the data active = TR-FRET ratio above about 2000; note: inactives centre near 1500
TNAP act hi DEA = TNAP activators at high phosphate acceptor level, primary screen, biochemical, luminescence, uHTS; AID 1136, 2008; purified TNAP, CDP-star luminescence, 1 M DEA, 30 min; stronger effect = higher value; 0 = EDTA background, 1 = DMSO-only activity; 200,000 tested, under 10 active; activation factor at 20 µM; Alkaline phosphatase, tissue-nonspecific isozyme (Homo sapiens), P05186;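 active = activation factor at least 2 at 20 µM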
Target sequence (P05186 whole entry, looked up): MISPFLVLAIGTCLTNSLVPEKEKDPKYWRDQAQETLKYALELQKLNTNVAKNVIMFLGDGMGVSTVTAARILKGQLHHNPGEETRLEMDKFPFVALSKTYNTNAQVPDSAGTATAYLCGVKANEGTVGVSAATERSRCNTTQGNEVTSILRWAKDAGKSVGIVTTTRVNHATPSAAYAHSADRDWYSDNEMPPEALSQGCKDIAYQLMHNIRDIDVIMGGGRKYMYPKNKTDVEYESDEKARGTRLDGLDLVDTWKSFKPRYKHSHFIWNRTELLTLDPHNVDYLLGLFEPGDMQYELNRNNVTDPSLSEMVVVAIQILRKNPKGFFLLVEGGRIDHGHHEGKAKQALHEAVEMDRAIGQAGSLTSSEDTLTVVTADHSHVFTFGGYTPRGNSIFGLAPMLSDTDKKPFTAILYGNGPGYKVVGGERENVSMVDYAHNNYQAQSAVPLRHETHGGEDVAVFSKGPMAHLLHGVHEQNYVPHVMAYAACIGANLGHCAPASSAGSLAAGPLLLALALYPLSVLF
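Test system – human TNAP · Doses – 20 µM single point · Incubation – 30 min, room temperature · Signal – luminescent substrate turnover signal · Read-out basis – activation factor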
TNAP inh no acc = human TNAP enzyme inhibitors, primary screen, biochemical, luminescent, no phosphate acceptor, uHTS; purified TNAP, CDP-star luminescence, 30 min; inhibition, % at 20 µM; hit rate 0.26% among 200,000;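 active = tissue-nonspecific alkaline phosphatase inhibition above about 50% at 20 µM in the single-dose screen, limit read from the data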;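 note: 0% = DMSO negative control and 100% = EDTA positive control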
TNAP inh hiacc = human TNAP enzyme inhibitors, primary screen, biochemical, luminescent, high phosphate acceptor level, uHTS; Alkaline phosphatase, tissue-nonspecific isozyme (Homo sapiens), P05186; purified TNAP, CDP-star luminescence, 1 M DEA; inhibition, % at 20 µM; hit rate 0.03% among 200,000; AID 1135, 2008;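 active = over 50% inhibition of tissue-nonspecific alkaline phosphatase at 20 µM in the single-dose screen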;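 note: plate controls were DMSO wells for no effect and EDTA-quenched wells as full inhibition for full effect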
PPARg SRC3 recr = PPARgamma agonists recruiting SRC-3 coactivator, primary screen, biochemical; AID 731, 2007; hit rate 0.26% among 200,000; Peroxisome proliferator-activated receptor gamma (Homo sapiens), P37231; activation, % at 8 µM; biochemical PPARgamma/SRC-3 coactivator recruitment assay; in the data active = activation above about 23%;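 note: 0% = DMSO and 100% = reference agonist; some compounds past the cut are filed as inactive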
PPARg SRC-2 ag = agonists of PPARg-SRC-2 recruitment, primary screen, biochemical, HTS; Peroxisome proliferator-activated receptor gamma (Homo sapiens), P37231; PPARgamma LBD-SRC-2 recruitment; activation, % at 8 µM; hit rate 0.34% among 200,000; in the data active = activation above about 22%;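 note: 0% = vehicle and 100% = reference agonist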
HMGR II inh = inhibitors of E. faecalis class II HMGR, primary screen, biochemical, Enterococcus faecalis | HMG-CoA reductase (Enterococcus faecalis, mvaE) | inhibition, % at 10 µM | purified E. faecalis HMGR, NADPH absorbance 340 nm kinetic | hit rate 0.41% among 190,000;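 active = inhibition above a set limit, the median over all tested compounds plus 3 SD, cut at about 9.5% in these data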;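 note: enzyme runs in reverse so mevalonate oxidation gives rising NADPH absorbance; 0% = complete reaction with DMSO and 100% = background rate lacking mevalonate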
Starred values were filed as active, the others as inactive; . = no result given.

SMILES	PPARg SRC1 recr	bIAP inhibitor	bIAP activator	SRC2 TRFRET art	TNAP act hi DEA	TNAP inh no acc	TNAP inh hiacc	PPARg SRC3 recr	PPARg SRC-2 ag	HMGR II inh
CCOC(=O)N1CCN(C(=O)COc2ccccc2Cl)CC1	8	10	0.9	1602	1	-8	-2	7	11	-2
C=CCC1(CC=C)CCCN1C(=O)CC1C(=O)NCCN1Cc1cccc(OC)c1OC (stereo not drawn)	2	4	1	1405	1.1	-8	-8	3	4	-6
O=C(Nc1ccccc1C(=O)O)c1cncc(Br)c1	4	7	0.9	1439	1	-11	-4	-5	-1	0
CSCC[C@H](NC(=O)OC(C)(C)C)C(=O)N1CCC(C(=O)N[C@H](C(=O)O)C(C)C)CC1	4	10	0.9	1492	1	-9	-5	1	9	-10
Brc1ccccc1-n1nnc(-c2ccnc3ccccc23)n1	6	-3	1	1772	1	-3	-3	3	8	-5
Oc1ccc(Nc2nc(Cl)nc(NCc3ccco3)n2)cc1	4	8	0.9	1619	1	18	0	-1	2	-1
COC(=O)c1cn(-c2ccccc2)nc1-c1cccnc1	3	16	0.8	1733	1.1	-11	-7	0	9	0
O=S(=O)(c1ccccc1)c1cnc(-c2ccccc2)nc1N1CCCC1	9	5	0.9	1642	1	-4	-3	4	12	-2
O=C(Nc1ccccc1NS(=O)(=O)c1ccc(F)cc1)C1CCC1	-3	1	1	1541	1	13	-1	3	0	-5
COc1ccc(S(=O)(=O)N2CCOCC2)cc1NC(=O)COC(=O)C1COc2ccccc2O1 (stereo not drawn)	8	-6	1.1	1684	1	-15	0	4	7	-2
O=C(c1cccs1)n1nc(-c2ccco2)nc1SCc1ccccc1	0	17	0.8	1541	1	-13	-2	-6	-2	-2
O=C(CSCc1cnn(-c2ccccc2)c1-n1cccc1)NCc1cccs1	-3	8	0.9	1466	1.1	-7	-5	6	-7	-1
CC1CCCCN1C(=O)CSc1nc(-c2ccccc2)cc(=O)[nH]1 (stereo not drawn)	-4	4	1	1357	1	-8	-2	-5	-3	1
COC(=O)Nc1ccc2c(c1)OCO2	-3	2	1	1305	1	-7	-4	-7	0	-3
O=C(Nc1nnc(-c2ccc(Cl)s2)o1)C1CC1	-1	-12	1.1	1403	1	-7	-2	-9	6	3
CCc1ccc(CCC(=O)Nc2nnc(CC)s2)o1	4	1	1	1464	1	-9	-1	-3	12	1
CCOC(=O)Cc1cc(-c2ccc(O)cc2)nc2ccc3ccccc3c12	1	13	0.9	1670	1	-11	-4	3	10	-1
COc1ccc(OC)c(C(c2nnnn2Cc2ccco2)N2CCN(C)CC2)c1 (stereo not drawn)	-5	-7	1.1	1206	1	-2	-2	0	-11	-5
CCn1c(CSc2ncccn2)nnc1SCC(=O)N1CCCCC1	-13	-21	1.2	1403	1	-2	-5	1	-6	0
COc1cccc(-c2cc(C(=O)N3N=C(C)CC3(O)C(F)F)c3ccccc3n2)c1 (stereo not drawn)	10	-3	1	1680	1	-13	0	3	11	-2
CC(C)CCOc1ccc(C(=O)O)cc1	-4	13	0.9	1603	1.1	-7	-5	-6	8	1
COC(=O)c1ccccc1S(=O)(=O)N1CCn2cccc2C1C (stereo not drawn)	5	-12	1.1	1847	1	-12	-2	5	3	-4
CCN1CCN(C(C(=O)NC2CCCCC2)c2ccc(Cl)cc2)CC1 (stereo not drawn)	5	23	0.8	1572	1	-4	-5	4	1	-1
O=C(CC(=O)Nc1ccccn1)Nc1ccccn1	2	7	0.9	1428	1.1	-19	-6	-7	6	-5
Cc1ccc(CS(=O)(=O)CCC(=O)NCc2ccc3c(c2)OCO3)cc1	1	7	0.9	1516	1	-6	-4	0	7	-4

Reprinted from the part before: three compounds, then new ones.
SMILES	PPARg SRC1 recr	bIAP inhibitor	bIAP activator	SRC2 TRFRET art	TNAP act hi DEA	TNAP inh no acc	TNAP inh hiacc	PPARg SRC3 recr	PPARg SRC-2 ag	HMGR II inh
CCN1CCN(C(C(=O)NC2CCCCC2)c2ccc(Cl)cc2)CC1 (stereo not drawn)	5	23	0.8	1572	1	-4	-5	4	1	-1
O=C(CC(=O)Nc1ccccn1)Nc1ccccn1	2	7	0.9	1428	1.1	-19	-6	-7	6	-5
Cc1ccc(CS(=O)(=O)CCC(=O)NCc2ccc3c(c2)OCO3)cc1	1	7	0.9	1516	1	-6	-4	0	7	-4
Cc1cc(C)n2nc(C)c(Br)c2n1	7	-23	1.2	1716	1.1	-10	-6	2	3	-5
CCCCn1c(SCC(=O)Nc2ccc(OC)cc2)nc2ccc(N3CCOCC3)cc2c1=O	6	3	1	1572	1	-17	0	2	9	-5
Cc1cc(C)n(-c2nnc(C)n2/N=C/c2ccccc2F)n1	7	2	1	1585	1	-9	-3	4	8	-1
CCC(NC(=O)C1(C)CC1(Br)Br)c1ccc(C)cc1 (stereo not drawn)	7	6	0.9	1485	1	-7	-4	-4	-6	2
Cc1ccc(OCc2nc(C#N)c(NCc3ccco3)o2)cc1	4	21	0.8	1391	1	-12	-3	-8	3	-4
COc1ccc(C(CNC(=O)c2ccc(S(=O)(=O)N3CCOCC3)cc2)N2CCCCC2)cc1 (stereo not drawn)	4	.	.	1651	.	.	.	-6	1	-1
COc1cc(-c2nc3cccc(C)n3c2NCC2CCCO2)ccc1O (stereo not drawn)	16	-3	1	1732	1	-9	-5	5	7	-2
Cc1nc(NCCc2ccc(S(N)(=O)=O)cc2)c2c(C)c(C)sc2n1	0	19	0.8	1680	1	-4	0	4	-5	0
Cc1cc([N+](=O)[O-])ccc1NC(=O)c1ccc(NC(=O)C(C)C)cc1	8	0	1	1518	1	-14	-4	3	6	-1
Cc1nc(-c2ccccc2)sc1C(=O)/C=C/c1ccc(Cl)cc1	1	12	0.9	1345	1	-5	-2	-10	0	-1
O=C(OCC(=O)N1CCCC1)c1ccccc1OCc1ccccc1	3	7	0.9	1526	1	-12	-5	11	1	-6
CC(C)CCn1c(=O)c2ccccc2n2c(CN3CCCC3)nnc12	14	-7	1.1	1534	1.1	-7	-8	2	-3	-2
N#C/C(=C\c1ccco1)c1nc2ccccc2s1	-5	-7	1.1	1528	0.9	-3	8	0	1	0
COc1ccccc1CNCC(=O)Nc1ccc(N2CCOCC2)cc1	2	3	1	1749	1	-13	1	1	1	0
COC(=O)c1ccc(NC(=O)CCN2CCN(c3ccccc3)CC2)cc1	0	9	0.9	1616	1.1	-11	-6	9	10	-1
CCNC(=S)N1CCN(C(=O)c2ccco2)CC1	0	9	0.9	1595	1.1	0	-6	6	3	-4
Cc1cccc(NC(=O)C23CCC(C)(/C(=N/O)C2)C3(C)C)c1 (stereo not drawn)	5	7	0.9	1547	1	-12	-5	11	5	-4
Cc1oc(-c2ccccc2)cc1C(=O)Nc1cccc(/C=C\C(=O)O)c1	7	9	0.9	1377	1.1	-14	-5	1	-7	0
Fc1ccc(NC(=S)Nc2cc(-c3ccccc3)[nH]n2)cc1Cl	-2	-13	1.1	1339	1	-49	1	0	-2	2
O=C1CC(N2CCN(S(=O)(=O)c3cccc(C(F)(F)F)c3)CC2)C(=O)N1Cc1ccccc1 (stereo not drawn)	-1	-4	1	1526	1.1	-11	-8	3	3	-4
NC(=O)CCS(=O)(=O)c1ccc(Cl)cc1	-8	4	1	1464	1	-1	-4	-5	0	0
CCn1cc([N+](=O)[O-])c(C(=O)N2N=C(c3ccc4ccccc4c3)CC2c2cc(Br)ccc2O)n1 (stereo not drawn)	3	-6	1.1	1743	1	-5	-2	5	8	-4
COc1ccccc1-n1c(CNC(=O)c2ccco2)nnc1SCC(=O)Nc1nccs1	12	-8	1.1	1770	1	-4	-1	3	-4	1
CCOC(=O)N1CCC(N2Cc3cccc(C(=O)Nc4ccc(F)cc4)c3C2=O)CC1	7	3	1	1469	1.1	1	-9	0	-2	0
CC1S/C(=C(\C#N)C(=O)NCc2ccco2)N(c2ccc(F)cc2)C1=O (stereo not drawn)	6	25	0.7	1665	1	-13	-4	-2	12	2

(list continues)
SMILES	PPARg SRC1 recr	bIAP inhibitor	bIAP activator	SRC2 TRFRET art	TNAP act hi DEA	TNAP inh no acc	TNAP inh hiacc	PPARg SRC3 recr	PPARg SRC-2 ag	HMGR II inh
O=C(Nc1nccs1)C1CCCN1S(=O)(=O)c1ccc(Cl)cc1 (stereo not drawn)	-2	9	0.9	1495	1	-10	-4	-4	-10	-5
CCCN(CC#CC(O)(c1ccccc1)c1cccnc1)CCC (stereo not drawn)	3	-1	1	1550	1	-1	-4	-5	1	-7
O=C(CCCn1c(SCC(=O)c2ccccc2)nc2ccccc2c1=O)NCC1CCCO1 (stereo not drawn)	-1	-11	1.1	1577	0.9	0	6	-6	-2	0
C/C(=N\NC(=O)COc1ccc(C(C)(C)C)cc1)c1ccc(OC(F)F)cc1	1	11	0.9	1593	1	-8	2	4	6	-13
CCn1nc(C(=O)OCC(=O)N2c3ccccc3CC2C)c2ccccc2c1=O (stereo not drawn)	2	7	0.9	1548	1.1	-13	-8	0	11	0
CCc1c(C(=O)NNC(=S)NCC(C)C)csc1C	2	-1	1	1608	1	-22	-4	10	9	0
COc1ccc(OCC(=O)N2CCN(C(=O)c3ccc([N+](=O)[O-])cc3)CC2)cc1	-7	-17	1.2	1299	1.1	-8	-5	1	-6	0
CCOC(=O)c1ccc(NS(=O)(=O)c2cc(-c3nnnn3CC)ccc2OC)cc1	-5	-3	1	1522	1	-13	-3	-2	-12	2
O=C(CCC(=O)c1cccs1)NCc1cccnc1	0	-4	1	1735	1	0	-4	4	8	-4
O=C(Nc1nnc(SCC(=O)N2CCOCC2)s1)c1ccccc1Cl	2	3	1	1580	1.1	-19	-6	12	13	0
Cc1ccc(OCC(O)Cn2c3ccccc3c3ccccc32)cc1 (stereo not drawn)	-8	45	0.5	1625	1	-3	-2	-4	9	-1
Cc1cc2nn(-c3cccc4ccccc34)nc2cc1N	7	12	0.9	1464	1	-9	-5	-14	18	3
CCOC(=O)CSc1nnc(-c2cccnc2)o1	10	6	0.9	1573	1	-14	-3	6	5	1
Cc1cc(C)cc(OCC(=O)N/N=C\c2cn(C)nc2C)c1	-8	-3	1	1449	1	-4	1	2	3	-4
COc1ccc(-c2noc(-c3ccc(C)cc3)n2)cc1	-2	19	0.8	1527	1.1	-11	-5	-10	-3	-2
CCCCC(=O)N/N=C(\C)CC(=O)Nc1ccccc1Br	4	3	1	1528	1	-6	0	2	-5	1

Taken from the listing (2 entries):
SMILES	PPARg SRC1 recr	bIAP inhibitor	bIAP activator	SRC2 TRFRET art	TNAP act hi DEA	TNAP inh no acc	TNAP inh hiacc	PPARg SRC3 recr	PPARg SRC-2 ag	HMGR II inh
COc1ccc(-c2noc(-c3ccc(C)cc3)n2)cc1	-2	19	0.8	1527	1.1	-11	-5	-10	-3	-2
CCCCC(=O)N/N=C(\C)CC(=O)Nc1ccccc1Br	4	3	1	1528	1	-6	0	2	-5	1
